GLP-1R inv ag – acts as inverse agonist at human GLP-1 receptor. P43220. HEK293 GLP-1R CRE-luciferase, luminescence, 24 h; GLP-1R form is constitutively active. Potency, µM (top dose mostly 38.3 µM), inactives show top-dose activity change, negative = inhibition, hits mostly inhibitors. 410,000 tested, 1.6% active. AID 624417; also: potency is read from the fitted curve at half-maximal effect; % is scaled to controls: 0 for no effect and ±100 for the full control effect; nearly all actives have a fitted effect of over 55% in size
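GLP-1R inverse agonism mode: basal reporter luminescence in engineered HEK293 cells measured after one day of compound exposure at 37 deg C, with a 12 min room-temperature detection step.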
TDP43 rescue – inhibitors of TDP-43 toxicity in yeast; TDP-43 expressing yeast growth rescue, BacTiter-Glo, 24 h; Potency, µM (top dose mostly 46.1 µM), for inactives: at the highest dose growth rescue (activation), usual class: activators; 410,000 tested, 1.8% active; AID 652104; also: potency is read from the fitted curve at half-maximal effect; % of control where 0% means no effect; nearly all actives have a fitted effect of over 50% in size
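Yeast expressing TDP-43 (pregrown in raffinose, seeded at OD600=0.02 in galactose medium) exposed to compounds 24 hr at 30 deg C. Growth read by BacTiter-Glo luminescence; rescue of toxicity appears as increased signal.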
GLP1R ag – GLP-1 receptor (human) agonism. P43220. HEK293 GLP-1R CRE-luciferase, luminescence, 4-6 h; cells express a hypersensitive GLP-1R form. Potency, µM (series often up to 45.6 µM), without a hit: at the top dose activation, actives largely listed as activators. 380,000 tested, 0.007% active. AID 624172; also: potency is read from the fitted curve at half-maximal effect; % of control where 0% means no effect
HEK293 tox – cytotoxicity in counter-screen for GLP-1R inverse agonists; HEK293 cAMP-luciferase reporter cells, luminescence, 24 h; Potency, µM (highest dose often 38.3 µM), inactives show at the highest dose activity change, negative = inhibition, hits mostly inhibitors; 410,000 tested, 0.13% active; AID 624418;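 also: loss of luciferase light is scored as toxicity; potency is read from the fitted curve at half-maximal effect; % is scaled to controls: 0 for no effect and ±100 for the full control effect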
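Compound-treated cells are incubated 24 hr at 37 deg C under 5% CO2 after a 12 hour attachment period, then luciferase detection reagent is added and luminescence is measured following 12 min at room temperature; lowered signal indicates toxicity.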
D3 ag – activates the human D3 dopamine receptor; AID 652048; 410,000 tested, 0.58% active; max activation, %; D3R DiscoveRx beta-arrestin cells, luminescence, 90 min; in the data active = max activation above about 30%; also: 0% is about no effect; mostly tested at two doses, the higher about 12 µM
Target sequence (P35462 whole entry, looked up): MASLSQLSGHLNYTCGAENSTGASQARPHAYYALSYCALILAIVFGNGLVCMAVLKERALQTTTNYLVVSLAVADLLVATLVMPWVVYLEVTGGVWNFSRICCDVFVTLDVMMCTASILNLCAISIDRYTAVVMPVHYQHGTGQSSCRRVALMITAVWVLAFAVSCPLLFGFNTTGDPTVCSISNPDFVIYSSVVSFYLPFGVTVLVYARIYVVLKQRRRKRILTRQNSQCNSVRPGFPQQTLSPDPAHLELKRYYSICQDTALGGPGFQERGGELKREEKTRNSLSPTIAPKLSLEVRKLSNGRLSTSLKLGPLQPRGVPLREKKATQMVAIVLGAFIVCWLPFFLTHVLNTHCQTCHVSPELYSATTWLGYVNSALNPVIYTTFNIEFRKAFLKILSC
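Agonist mode: compounds and dopamine controls were applied to plated cells for 90 min at 37 degrees C after an overnight attachment at 1500 cells/well. Luminescent read-out followed 30 - 60 minutes at room temperature with DiscoveRx detection reagent.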
D3 antag – D3 dopamine receptor (human) antagonism; P35462; D3R cells, DiscoveRx beta-arrestin luminescence, antagonist mode; hits give low values; max response, negative = inhibition, %; 360,000 tested, 2.5% active; in the data active = max response below about -50%; inconclusive = no clear call, values can overlap the other calls; also: % is scaled to controls: 0 for no effect and ±100 for the full control effect; mostly tested at two doses, the higher about 12 µM
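Cells plated overnight at 1500 cells/well, then exposed to library compounds with dopamine controls for 90 minutes at 37 degrees C. DiscoveRx reagent added for 30–60 minutes at room temperature; luminescence read, quantitative HTS format.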
KB-V1 MDR tox – KB-V1 MDR subline cytotoxicity | 400,000 tested, 3.4% active | Potency, µM (series often up to 46.1 µM), inactives show at the highest dose activity change, negative = cytotoxicity, usual class: cytotoxic | KB-V1 MDR cells viability, CellTiter-Glo, 72 h; also: potency is read from the fitted curve at half-maximal effect; % is scaled to controls: 0 for no effect and ±100 for the full control effect; nearly all actives have a fitted effect of over 60% in size
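Cytotoxicity via CellTiter-Glo luminescence after 72 h compound exposure at 37 degrees C. Cells: drug-selected KB-V1 line, DMEM phenol-red free plus 10% FBS. Compounds tested at multiple concentrations; normalized data fitted to concentration-effect curves.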
aSyn yeast inh – rescues yeast growth from alpha-synuclein toxicity; Yeast expressing alpha-synuclein, growth rescue, BacTiter-Glo, 24 h; Potency, µM (doses to about 46.1 µM), inactives show at the highest dose growth rescue (activation), most hits filed as activators; 370,000 tested, 0.14% active; AID 652106; also: potency is read from the fitted curve at half-maximal effect; % of control where 0% means no effect; nearly all actives have a fitted effect of over 65% in size
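Readout is rescue of growth in alpha-synuclein-expressing yeast, so inhibitors of toxicity appear as activators. Growth after 24 hr at 30 deg C in galactose medium is quantified by luminescence.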
PTHR1 ag – agonists of human PTHR1 parathyroid hormone receptor; Q03431; HEK293 GP2 PTHR1 cells, GloSensor cAMP luminescence, 1 h; Potency, µM (top dose mostly 115 µM), for inactives: at the top dose activation, actives largely listed as activators; 410,000 tested, 0.075% active; AID 743266; also: potency is read from the fitted curve at half-maximal effect; nearly all actives have a fitted effect of over 55% in size; some results filed as inactive show a strong effect at the top dose; inactives centre near -15; many of its hits are not listed in these tables
Target sequence (Q03431 whole entry, looked up): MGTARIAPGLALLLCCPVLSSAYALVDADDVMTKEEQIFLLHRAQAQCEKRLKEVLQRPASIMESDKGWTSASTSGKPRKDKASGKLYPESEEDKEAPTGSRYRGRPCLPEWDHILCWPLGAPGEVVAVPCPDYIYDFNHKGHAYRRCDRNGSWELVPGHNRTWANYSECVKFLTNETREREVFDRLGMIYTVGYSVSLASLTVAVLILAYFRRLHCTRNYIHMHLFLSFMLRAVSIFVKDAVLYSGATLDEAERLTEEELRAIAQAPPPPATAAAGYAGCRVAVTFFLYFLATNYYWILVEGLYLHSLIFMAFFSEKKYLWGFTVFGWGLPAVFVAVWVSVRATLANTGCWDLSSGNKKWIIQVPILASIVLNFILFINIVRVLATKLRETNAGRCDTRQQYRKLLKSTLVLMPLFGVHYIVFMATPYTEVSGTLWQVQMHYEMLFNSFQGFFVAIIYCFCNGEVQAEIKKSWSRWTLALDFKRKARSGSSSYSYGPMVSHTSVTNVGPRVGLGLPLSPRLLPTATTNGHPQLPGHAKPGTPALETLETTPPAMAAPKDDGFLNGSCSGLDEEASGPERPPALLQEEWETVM
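HEK-293-derived GP2 cells expressing PTHR1 and a GloSensor cAMP reporter, 3,000/well, plated overnight, given luciferin plus IBMX (each 0.5 mM as added) for 1 h at 37 °C, then compound for 1 h at 37 °C. Luminescence was read after 15 min at room temperature.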
* hit, by the source's call; i = inactive; u = inconclusive; x = no result given; & = joins results of further samples; [ ] = another dose, or the depositor's remark. Unless noted, calls follow the shape of the dose curve; as a rule, active = well fitted curve in the direction sought with a large enough effect; inconclusive = small, poorly fitted or top-dose-only effect, or another doubt; inactive = no such curve, though single readings can be large; an effect the other way counts as inactive or inconclusive. Not all compounds are listed; count on the stated rates, not on these rows.

SMILES	GLP-1R inv ag	TDP43 rescue	GLP1R ag	HEK293 tox	D3 ag	D3 antag	KB-V1 MDR tox	aSyn yeast inh	PTHR1 ag
COCc1c(C(=O)Nc2cccc(S(=O)(=O)N3CCCCC3)c2)oc2ccccc12	u	4%	7%	5%	0	-8	u	-4%	-13%
Cc1[nH]c2ccccc2c1C(=O)C(=O)NCCCc1ccccc1	-17%	22%	11%	-29%	7	-4	2%	6%	-4%
O=C1Cc2cc(NS(=O)(=O)c3ccc([N+](=O)[O-])cc3)cc3c2N1CCC3	15%	-6%	-3%	20%	-13	-24	15%	-1%	i
Cc1nc2c(c(C)nn2-c2ccccc2)c(C)c1CCC(=O)NCc1ccccc1	1%	u	x	4%	15	x	-5%	x	-9%
COc1cccc(NC(=O)CN(C)C(=O)/C=C/c2cn(Cc3ccccc3)nc2-c2cccnc2)c1	-3%	-23%	7%	-21%	4	12	-23%	0%	-84%[inhibitor]
CCCN1CCN(CCCNC(=O)Cn2nc(C)n3c(cc4cc(F)ccc43)c2=O)CC1	u	1%&0%	4%	-1%&-10%	-9&-6	10	u	4%	-33%[inhibitor]
COc1ccc(N2CCN(C(=O)c3csc4ccccc34)CC2)cc1	0%	u	2%	u	-7	5	21µM*	16%	-44%[inhibitor][57.5 µM]
CCOc1ccccc1/C=N/NC(=O)c1nnn(-c2nonc2N)c1CN1CCC(C)CC1	13%	-10%	0%	14%	-3	u	13%	14%	-6%
CCOc1ccc(S(=O)(=O)N(CC)CC(=O)NC2CCS(=O)(=O)C2)cc1 (stereo not drawn)	0%	5%	7%	-5%	0	1	7%	1%[1.84 µM]	i
COc1ccc(CN(CCc2ccccc2)Cc2ccccc2)cc1OC	u	-24%	-9%	9%	-13	-16	-5%	2%	-4%
COc1ccc(Nc2ncc3c(n2)CC(c2ccc(OC)cc2)CC3=O)cc1 (stereo not drawn)	-26%	3%	2%	-21%	-2	-8	-11%	-7%	-1%
CCOC(=O)c1c(S(=O)(=O)NCC2CCN(Cc3cccc(F)c3)CC2)c(C)n(C)c1C	17%	2%	18%	-10%	-12	u	3%	-3%	i
Cc1ccc(NC(=O)COC(=O)CNC(=O)c2cccs2)cc1S(=O)(=O)N1CCOCC1	32%	-5%	-9%	4%	-18	6	u	3%[1.84 µM]	-52%[inhibitor]
CN(C)S(=O)(=O)c1cccc(NC(=O)c2cc(-c3cccs3)nn2-c2ccccc2)c1	u	6%	-10%	-3%	2	5	5.8µM*	-5%	i
COc1ccc2o/c(=N\O)c(C(=O)Nc3ccc(C)cc3)cc2c1	4%	3%	6%	1%	0	9	-13%	1%	i
CCOc1ccc(OCC)c(NC(=O)CN2CCN(C(=O)c3ccco3)CC2)c1	-29%	1%	-2%	u	6	56	-13%	4%	-7%[57.5 µM]
COc1ccc(S(=O)(=O)n2nc(C)c(S(=O)(=O)N3CCCCCC3)c2C)cc1	11%	u	-2%	1%	-2	x	3%	x	-11%
CC(C)CN(C(=O)COC(=O)c1ccc2ccccc2c1)c1c(N)n(Cc2ccccc2)c(=O)[nH]c1=O	4%	-9%	8%	-16%	9	-21	12%	-2%	-7%
CC(=O)N1CCc2c(sc3c2c(=O)n(Cc2ccccc2)c(=O)n3Cc2ccccc2Cl)C1	6%	16µM*	0%	2%	1	x	0%	x	-27%
Cc1[nH]c2c([N+](=O)[O-])cccc2c1C	11%	-7%	-5%	6%	6	4	0%	2%	i
O=C(COc1ccc(Cl)cc1)N/N=C/CCc1ccccc1	3%	-14%	2%	2%	-4	-60*	7%	-11%	i
Cc1ccc(OCC(=O)NCC(=O)Nc2ccc(F)cc2)c([N+](=O)[O-])n1	25%	0%	0%	-12%	-12	-2	22%	-5%	i
CCC(C)(C(=O)NC1CCCC1)N(Cc1ccco1)C(=O)Cc1cccs1 (stereo not drawn)	-7%	-6%	-7%	-15%	-1	u	-19%	-2%	i
O=C(CN1C2=NCCN2c2ccccc21)c1ccc(Br)cc1	u	11%	11%	u	-2	u	0%	2%	-6%

Looked up by structure from above:
SMILES	GLP-1R inv ag	TDP43 rescue	GLP1R ag	HEK293 tox	D3 ag	D3 antag	KB-V1 MDR tox	aSyn yeast inh	PTHR1 ag
O=C(COc1ccc(Cl)cc1)N/N=C/CCc1ccccc1	3%	-14%	2%	2%	-4	-60*	7%	-11%	i
Cc1[nH]c2c([N+](=O)[O-])cccc2c1C	11%	-7%	-5%	6%	6	4	0%	2%	i
CC(=O)N1CCc2c(sc3c2c(=O)n(Cc2ccccc2)c(=O)n3Cc2ccccc2Cl)C1	6%	16µM*	0%	2%	1	x	0%	x	-27%
Cc1ccc(OCC(=O)NCC(=O)Nc2ccc(F)cc2)c([N+](=O)[O-])n1	25%	0%	0%	-12%	-12	-2	22%	-5%	i

Next compounds.
SMILES	GLP-1R inv ag	TDP43 rescue	GLP1R ag	HEK293 tox	D3 ag	D3 antag	KB-V1 MDR tox	aSyn yeast inh	PTHR1 ag
Cc1ccsc1C(=O)N1CCC1(C)C(=O)NCC(C)(C)C (stereo not drawn)	-16%	u	5%	-16%	-7	0	2%	-2%	i
O=C(NCCc1ccccc1)c1ccccc1NS(=O)(=O)N1CCCC1	-8%	-10%	1%	-6%	7	2	1%	4%	i
CCC(C)C(NC(=O)c1ccccc1)C(=O)N1CCN(C(=O)c2ccccc2)CC1 (stereo not drawn)	18%	-13%	0%	-3%	-6	56	-30%	-1%	-10%
COc1ccccc1N(CC(=O)NCC1CCCO1)C(=O)CCC(=O)Nc1cc(C)on1 (stereo not drawn)	2%	4%	2%	2%	28	1	2%	0%	i
O=C(Nc1ccc(Cl)c(-c2nc3ccccc3o2)c1)c1cccc2c(Cl)cccc12	1%	10%	x	2%	1	x	2%	x	-16%
O=C(CCn1c(=O)oc2ccccc21)N1CCN(c2ccc(F)cc2)CC1	4%	u	-6%	5%	-3	-5	1%	0%	-24%
Cc1ccc2c(CC(=O)N3CCc4ccccc43)coc2c1	u	1%	-3%	14%	-4	21	-7%	4%	-19%
COc1ccc(CCNC(=O)COC(=O)C23CC4CC(CC(Br)(C4)C2)C3)cc1	-1%	u	3%	-3%	-8	-12	-9%	3%	-18%
COc1cc(N=Cc2c(O)c3ccccc3oc2=O)c(OC)cc1Cl	2%	3%	13%	0%	4	-8	18%	-4%	-28%
CCOC(=O)c1ccc(-c2nnc(-c3ccc(Cl)cc3Cl)o2)cc1	0%	0%	-5%	-10%	12	-5	13%	-8%	-9%[57.5 µM]
Cc1cc(C)c(C(=O)N2CCCC(Nc3ccc(C)c(C)c3)C2)o1 (stereo not drawn)	u	11%	-3%	-13%	-11	17	u	-1%	-82%[inhibitor]
Cc1ccc(S(=O)(=O)N(C)CC(=O)Nc2cccc3c2CCCC3)cc1	u	u	0%	-9%	6	22	-8%	0%	-3%[57.5 µM]
CCn1c(-c2c[nH]c3ccccc23)n[nH]c1=S	95%[activator]	-21%	14%	-20%	-2	-23	u	0%	-15%
O=C(Cn1ccc2cc(S(=O)(=O)N3CCCCCC3)ccc21)NCc1ccccc1Cl	u	4%	x	0%	-7	x	-6%	x	-12%
Fc1ccc(N2CCN(c3cnc4ccccc4n3)CC2)cc1	-19%	u	17%	2%	4	3	-23%	3%	-51%[inhibitor]
CC1CCCCC1NC(=O)C1CC(=O)N(Cc2ccccc2)C1 (stereo not drawn)	16%	5%	-2%	4%	-8	0	14%	1%	-21%
CC(=O)c1cccc(NC(=S)NCCCCc2ccccc2)c1	u	u	-2%	-24%	-8	-24	0%	-8%	-89%
COc1cccc(N2CCN(C(=O)CN3C(=O)NC(C)(c4ccc5ccccc5c4)C3=O)CC2)c1 (stereo not drawn)	u	-12%	12%	-1%	3	9	-9%	2%	-34%[inhibitor]
CC(C)CCCN1CCN=C1N(C)C	3%	26%	-3%	u	16	4	-9%	1%	-37%[inhibitor]
Oc1cccc(C2c3[nH]c4ccccc4c3CCN2Cc2ccc3c(c2)CCO3)c1 (stereo not drawn)	2.8µM*	17%	11%	u	-9	3	18µM*	2%	i
CSc1ncc(C(=O)NCc2cccc(C)c2)c(-c2ccccc2)n1	-13%	0%	x	20%	-11	x	-13%	x	-36%[inhibitor]
CC(=O)Oc1c(Cl)cc(N(C(C)=O)S(=O)(=O)c2ccccc2)c2ccccc12	-19%	u	-1%	-24%	-10	-21	u	-3%	-8%

Reprinted from above for reference:
SMILES	GLP-1R inv ag	TDP43 rescue	GLP1R ag	HEK293 tox	D3 ag	D3 antag	KB-V1 MDR tox	aSyn yeast inh	PTHR1 ag
Oc1cccc(C2c3[nH]c4ccccc4c3CCN2Cc2ccc3c(c2)CCO3)c1 (stereo not drawn)	2.8µM*	17%	11%	u	-9	3	18µM*	2%	i
CSc1ncc(C(=O)NCc2cccc(C)c2)c(-c2ccccc2)n1	-13%	0%	x	20%	-11	x	-13%	x	-36%[inhibitor]
CC(=O)Oc1c(Cl)cc(N(C(C)=O)S(=O)(=O)c2ccccc2)c2ccccc12	-19%	u	-1%	-24%	-10	-21	u	-3%	-8%

Exported with bars between the fields: part of the list above
structure | GLP-1R inv ag | TDP43 rescue | GLP1R ag | HEK293 tox | D3 ag | D3 antag | KB-V1 MDR tox | aSyn yeast inh | PTHR1 ag
O=C(Cn1ccc2cc(S(=O)(=O)N3CCCCCC3)ccc21)NCc1ccccc1Cl | u | 4% | x | 0% | -7 | x | -6% | x | -12%
Fc1ccc(N2CCN(c3cnc4ccccc4n3)CC2)cc1 | -19% | u | 17% | 2% | 4 | 3 | -23% | 3% | -51%[inhibitor]
CC1CCCCC1NC(=O)C1CC(=O)N(Cc2ccccc2)C1 (stereo not drawn) | 16% | 5% | -2% | 4% | -8 | 0 | 14% | 1% | -21%

Compound activity as filed in PubChem.
